Screening data: PubChem, several laboratories
APP transl inh – APP translation inhibition; SH-SY5Y APP 5'UTR-luciferase reporter, luminescence; inhibition, % at 2 µM; hit rate 0.82% among 190,000;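 active = inhibition above a set limit, derived from the sample mean plus 3 SD, cut at about 45% in these data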; also: values of inactives mirror those of a sister screen read the other way
STAT1 act – increases IFN-gamma driven STAT1 reporter signal; NIH 3T3 STAT1-luciferase reporter, luminescence; 100% = IFN-gamma alone, no compound; activation (% of control), % at 5.5 µM; hit rate 2.6% among 200,000; AID 932;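 active = activation above the screen-wide mean activation plus 3 SD, cut at about 130% in these data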;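 also: raw ratio to IFN-gamma control signal so 100% means no change and 0% no light; values of inactives mirror those of a sister screen read the other way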
Diaphorase inh – inhibits diaphorase or chemically oxidizes, flagging diaphorase assay artifacts; diaphorase resazurin-to-resorufin fluorescence, NADH, 16 min; bacterial (C. kluyveri) enzyme, not human; inhibition, % at 20 µM; hit rate 0.69% among 190,000; AID 1217;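 active = primary screen inhibition at 20 µM above a set limit, cut at about 50% in these data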;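 also: plate controls were DMSO with full reaction for no effect and wells lacking NADH for full effect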
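Detection: fluorescence of resorufin formed from resazurin, Ex 544/Em 590 nm; test system: Clostridium kluyveri diaphorase enzyme; amount: 0.14 U/mL diaphorase, enzyme working solution; times: 16-min room-temperature incubation before reading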
NF-kB expr up – compounds increasing NF-kB expression in human neuronal cells; NF-kB reporter expression; stronger effect = higher value; fold change at 12.5 µM; AID 1239; hit rate 1.6% among 190,000; in the data active = fold change above about 3.3
APP 5'UTR act – activates APP 5'UTR luciferase reporter; SH-SY5Y APP 5'UTR luciferase reporter, luminescence; zero percent = DMSO vehicle wells; activation, % at 2 µM; hit rate 1% among 190,000;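 active = activation above a set limit, based on mean plus 3 SD of controls, cut at about 140% in these data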; also: values of inactives mirror those of a sister screen read the other way
FLuc inh counter – Photinus pyralis luciferase inhibition counter-screen; AID 1006; inhibition, % at 10 µM; P08659; ATPLite firefly luciferase biochemical luminescence, 10 min; hit rate 1.5% among 200,000;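 active = inhibition above about 50% when tested at 10 µM, limit read from the data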
Target sequence (P08659 whole entry, looked up): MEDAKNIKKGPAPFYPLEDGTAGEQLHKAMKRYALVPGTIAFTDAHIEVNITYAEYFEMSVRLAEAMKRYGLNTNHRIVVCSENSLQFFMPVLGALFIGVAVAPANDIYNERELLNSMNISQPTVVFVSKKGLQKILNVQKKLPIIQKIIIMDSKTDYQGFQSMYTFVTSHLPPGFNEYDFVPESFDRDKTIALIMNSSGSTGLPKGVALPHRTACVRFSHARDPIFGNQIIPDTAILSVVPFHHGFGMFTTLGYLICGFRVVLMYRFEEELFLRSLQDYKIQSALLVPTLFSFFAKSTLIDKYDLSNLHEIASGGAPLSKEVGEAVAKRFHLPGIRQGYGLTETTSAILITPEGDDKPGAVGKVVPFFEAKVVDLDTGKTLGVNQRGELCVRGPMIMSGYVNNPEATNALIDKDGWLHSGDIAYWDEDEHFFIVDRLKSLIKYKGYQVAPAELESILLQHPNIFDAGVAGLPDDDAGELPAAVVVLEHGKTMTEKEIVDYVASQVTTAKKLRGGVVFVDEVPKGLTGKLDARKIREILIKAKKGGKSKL
TLR4 MyD88 comp – inhibitors of human TLR4-MyD88 binding; HeLa CL3-4 TLR4/MyD88 BLA complementation, FRET ratio; inhibition, % at 8.4 µM; hit rate 0.18% among 200,000; AID 861; in the data active = inhibition above about 25%;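 also: 0% = vehicle and 100% = reference inhibitor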
G6PDH CS – counter-screen for G6PDH assay hits: L. mesenteroides G6PDH inhibition; Purified L. mesenteroides G6PDH, diaphorase/resazurin coupled fluorescence, 45 min; inhibition, % at 5 µM; hit rate 0.12% among 200,000; AID 1020; in the data active = inhibition above about 50%
FLuc act counter – affects firefly luciferase, flagging false hits in luciferase stimulation screens. ATPlite luciferase biochemical, luminescence, 10 min; 0 = ATP-free wells, 1 = DMSO control. activation factor at 10 µM. 200,000 tested, under 10 active;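 active = luciferase activation factor, scaled between plate controls, of at least 2 with compound at 10 µM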
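System: cell-free luciferase reagent; medium: PBS as buffer for the ATP substrate; doses: test compounds dosed from 2 mM stocks in 100% DMSO; incubation: 10 min, room temperature; measured by: luminescence from luciferase reaction; read-out: luciferase activation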
Diaph act CS – diaphorase activation or chemical reduction counter-screen; Diaphorase/resazurin coupled assay, resorufin fluorescence, 16 min; stronger effect = higher value; 1 = vehicle wells, 0 = NADH-free wells; hit rate 0.005% among 190,000; AID 1229; activation factor at 20 µM;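 active = diaphorase activity raised at least twofold by the compound at 20 µM; inactive = activation factor below 2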
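Material: purified diaphorase enzyme from Clostridium kluyveri; Also added: 0.114 mM NADH and 0.1 mM resazurin, final amounts; Doses: single compound dose of 20 µM, 1% DMSO final; Times: 16 min enzyme reaction, ambient temperature; Detection: resorufin fluorescence, excitation 544 nm, emission 590 nm; Measure: increased resorufin signal from activators or reducing compounds.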
An asterisk follows results filed as active; i = inactive; . = no result given.

canonical_smiles	APP transl inh	STAT1 act	Diaphorase inh	NF-kB expr up	APP 5'UTR act	FLuc inh counter	TLR4 MyD88 comp	G6PDH CS	FLuc act counter	Diaph act CS
COC(=O)c1ccc(-c2ccc(/C=N/N3C(=O)C4C5C=CC(C6CC56)C4C3=O)o2)cc1 (centres undefined)	-36	138*	46	1.4	36	-3	7	-3	1	0.5
O=C(COc1ccccc1)N1CCN(S(=O)(=O)c2ccc(Cl)cc2)CC1	.	95	6	1.4	.	-4	-3	5	1	0.9
Cc1cccc2cc(CN(Cc3ccccc3)C(=S)NCCCN(C)C)c(=O)[nH]c12	-6	106	10	0.79	6	-4	-10	10	1	0.9
CC1(C)CC(NC(=O)c2ccccc2Cl)CC(C)(C)N1	-3	105	2	1.3	3	-8	3	5	1.1	1
COc1cccc(C(c2nnnn2Cc2ccccc2)N2CCN(C3CCCC3)CC2)c1OC (centres undefined)	7	96	16	0.36	-7	-4	8	4	1	0.8
COc1cc(NC(=O)CN2CCCCC2)c(C)cc1[N+](=O)[O-]	-16	101	4	1.3	16	-4	19	3	1	1
O=[N+]([O-])c1cc(CN2CCN(c3cccc(C(F)(F)F)c3)CC2)c2cccnc2c1O	65*	111	23	0.89	-65	-4	7	24	1	0.8
O=C(CCS(=O)(=O)Cc1ccccc1)N1CCN(c2ccccc2)CC1	-28	101	-5	0.99	28	1	-9	0	1	1
COc1ccc(C(=O)Cc2ccc(F)cc2)c(OC)c1	-46	138*	14	1.9	46	-1	4	8	1	0.9
COC(=O)CNC(=O)CCCCC(=O)NCC(=O)OC	10	104	13	1	-10	-8	22	4	1.1	0.9
COc1ccc(C(=O)N2CCC(n3c(C)nc4cc(F)ccc43)CC2)cc1	8	89	11	1	-8	-2	-9	6	1	0.9
COc1ccc(CN2C3CCCC2CC(NC(=O)Nc2ccccc2)C3)cc1 (centres undefined)	0	111	2	1.1	0	-3	-4	6	1	1
C=CCc1cc(OC)ccc1OCCOCCC(C(=O)OCC)C(=O)OCC	-6	107	18	1.1	6	-4	-2	11	1	0.8
COc1ccc(/C=N/c2oc(-c3ccccc3)cc2C#N)cc1	-7	102	26	1.5	7	-4	-9	-25	1	0.7
COc1cc(/C=C2\SC(c3ccc(C)cc3)=NC2=O)cc(OC)c1OC	6	102	28	1.2	-6	-10	0	-46	1.1	0.7
CCOc1ccc(/C=C2/SC(=O)NC2=S)cc1	-5	122	42	1.2	5	18	1	6	0.8	0.6
CC(=O)Nc1ccc(C(=O)CSc2nnnn2C(C)C)cc1	-26	106	18	1.5	26	-5	1	7	1.1	0.8
O=C1CCSc2ccc(Cl)cc2N1Cc1ccc(Cl)cc1	-1	103	16	0.73	1	-6	-1	-4	1.1	0.8
CCC(C)(C)C1CCC(=NNC(=S)Nc2cccnc2)CC1 (centres undefined)	-17	107	17	0.86	17	-7	-9	8	1.1	0.8
COc1ccc(C2SCC(C(=O)O)N2C(C)=O)cc1OC (centres undefined)	-2	97	20	1.2	2	-2	1	9	1	0.8
COc1ccc(Nc2cc(C)nc3nc(C)nn23)cc1Cl	-8	104	-6	1.1	8	5	-2	-5	1	1.1
COc1ccc(C(CC(=O)O)NC(=O)COc2cc(C)ccc2C)cc1OC (centres undefined)	-12	105	3	1.5	13	-4	-1	3	1	1
CCN(N)C(=S)Nc1ccc(F)cc1	-20	105	6	1	20	-6	3	-3	1.1	0.9
Cc1c(-c2cccs2)[n+](=O)c2c(n1[O-])CCCC2	22	108	6	1.1	-22	-6	18	6	1.1	0.9

Taken from above.
`CC1(C)CC(NC(=O)c2ccccc2Cl)CC(C)(C)N1` @ TLR4 MyD88 comp = 3
`CCOc1ccc(/C=C2/SC(=O)NC2=S)cc1` @ NF-kB expr up = 1.2
`COc1cc(NC(=O)CN2CCCCC2)c(C)cc1[N+](=O)[O-]` @ APP 5'UTR act = 16
`COc1ccc(C(CC(=O)O)NC(=O)COc2cc(C)ccc2C)cc1OC` (centres undefined) @ TLR4 MyD88 comp = -1
`O=[N+]([O-])c1cc(CN2CCN(c3cccc(C(F)(F)F)c3)CC2)c2cccnc2c1O` @ STAT1 act = 111
`O=C(CCS(=O)(=O)Cc1ccccc1)N1CCN(c2ccccc2)CC1` @ FLuc act counter = 1

Further structures:
canonical_smiles	APP transl inh	STAT1 act	Diaphorase inh	NF-kB expr up	APP 5'UTR act	FLuc inh counter	TLR4 MyD88 comp	G6PDH CS	FLuc act counter	Diaph act CS
COC(=O)C1C(=O)CC(C)(O)C(C(=O)OC)C1/C=C/c1ccccc1 (centres undefined)	1	103	16	0.92	-1	-8	-3	4	1.1	0.8
CC(NC(=S)Nc1ccc(OC(F)F)cc1OC(F)F)C(C)(C)C (centres undefined)	4	94	21	1.1	-3	-6	-16	4	1.1	0.8
CCCOc1ccc(/C=C/C(=O)Nc2ccc([N+](=O)[O-])cc2)cc1	-9	103	20	1.2	9	-5	6	13	1.1	0.8
Cn1nc(OCC(N)=O)ccc1=O	-14	99	12	1.1	14	-1	0	6	1	0.9
C/C(CCc1ccc2c(c1)OCO2)=N\NC(=O)c1ccccc1Cl	17	112	10	1.3	-17	-10	-53	11	1.1	0.9
Cc1sc2nc(COC(=O)c3ccc(N4CCCC4)c([N+](=O)[O-])c3)[nH]c(=O)c2c1C	8	108	16	0.97	-8	-16	-3	-25	1.2	0.8
CCOC(=O)Cc1c(Sc2ccccc2)c2ccccc2n1C	10	94	8	1	-10	-4	-14	12	1	0.9
Cn1c2ccc(F)cc2c2ncn(CCCN(CCO)CCO)c(=O)c21	-3	103	0	1.2	3	-1	-2	12	1	1
S=C(Nc1ccccc1Cl)N(Cc1ccccc1)Cc1ccccn1	-9	96	4	1	9	-1	10	4	1	1
CCOc1ccc(-n2nc3c(-n4ncc(C#N)c4N)nnc(C)c3c2C)cc1	6	96	.	.	-5	.	-4	.	.	.
COc1ccc(-c2cc(CNC(C)=O)on2)cc1	.	107	8	1.5	.	-7	-10	9	1.1	0.9
Cc1ccc(S(=O)(=O)NCCNC(=O)C2CCCNC2=O)cc1 (centres undefined)	1	97	0	1.2	-1	-4	-12	2	1	1
O=C(CNc1ccccc1)N/N=C/c1ccc2c(c1)OCO2	-5	89	-2	1.1	5	8	19	-13	0.9	1
N#C/C(=C(/O)COC(=O)c1ccc(Cl)c(S(=O)(=O)N2CCOCC2)c1)c1nc2ccccc2[nH]1	-11	95	12	0.8	11	-6	8	-23	1.1	0.9
Nc1nc(SCc2ccccc2Cl)ns1	-14	103	16	1.1	14	-1	9	12	1	0.8
Cc1csc(Sc2ccc(S(=O)(=O)N3CCCC3)cn2)n1	11	97	0	1.3	-11	-1	-1	0	1	1
Nc1ncnc2nc(SCc3ccc(Cl)cc3Cl)[nH]c12	3	106	-5	1	-3	8	-8	0	0.9	1.1
O=C1c2ccccc2C(Nc2cccc(C(F)(F)F)c2)N1Cc1ccco1 (centres undefined)	16	85	23	0.71	-16	-5	-19	17	1	0.8
COc1ccc(C(c2nnnn2Cc2cccs2)N2CCN(c3ccc(F)cc3)CC2)cc1OC (centres undefined)	-11	97	14	0.51	11	-6	-11	0	1.1	0.9
COc1ccc(/C(O)=C2/C(=O)C(=O)N(CCCN(C)C)C2c2cccnc2)cc1 (centres undefined)	.	.	-3	.	.	-2	.	0	1	1
CC1CN(C(=O)c2cc3cc([N+](=O)[O-])ccc3s2)CC(C)O1 (centres undefined)	3	104	10	1.5	-3	-7	-6	5	1.1	0.9
O=C(Nc1ncc(Cc2ccccc2Cl)s1)C1=NCCN1	25	100	13	0.98	-25	-3	-2	3	1	0.9
CC1(C)CN=C(N2CCN(c3ncnc4sc5c(c34)CCCC5)CC2)S1	-2	98	18	i	2	-3	7	-23	1	0.8
Cc1cnn(Cc2ccccc2)c1N	4	100	13	1.1	-4	-1	-1	16	1	0.9
CCOC(=O)N1CCC(N2C(=O)c3ccccc3C2Nc2ccc(S(=O)(=O)N3CCOCC3)cc2)CC1 (centres undefined)	3	105	7	0.89	-3	-2	-4	2	1	0.9

2 of the compounds above, with each value named.
mol: C=CCc1cc(OC)ccc1OCCOCCC(C(=O)OCC)C(=O)OCC
  APP transl inh: -6; STAT1 act: 107; Diaphorase inh: 18; NF-kB expr up: 1.1; APP 5'UTR act: 6; FLuc inh counter: -4; TLR4 MyD88 comp: -2; G6PDH CS: 11; FLuc act counter: 1; Diaph act CS: 0.8
mol: COc1ccc(/C=N/c2oc(-c3ccccc3)cc2C#N)cc1
  APP transl inh: -7; STAT1 act: 102; Diaphorase inh: 26; NF-kB expr up: 1.5; APP 5'UTR act: 7; FLuc inh counter: -4; TLR4 MyD88 comp: -9; G6PDH CS: -25; FLuc act counter: 1; Diaph act CS: 0.7
